Source: PubChem
PAFAH1B3 inh: PAFAH1B3 (human) inhibition; Q15102; AID 492972; 340,000 compounds, 0.28% hits; inhibition, % at 3.39 µM; recombinant PAFAH1B3, FP-rhodamine probe, fluorescence polarization;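 active means inhibition above the screen-wide average of all tested compounds plus 3 SD, cut at about 25% in these data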;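 further: 0% = enzyme with DMSO only and 100% = wells lacking PAFAH1B3 protein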
Target sequence (Q15102 whole entry, looked up): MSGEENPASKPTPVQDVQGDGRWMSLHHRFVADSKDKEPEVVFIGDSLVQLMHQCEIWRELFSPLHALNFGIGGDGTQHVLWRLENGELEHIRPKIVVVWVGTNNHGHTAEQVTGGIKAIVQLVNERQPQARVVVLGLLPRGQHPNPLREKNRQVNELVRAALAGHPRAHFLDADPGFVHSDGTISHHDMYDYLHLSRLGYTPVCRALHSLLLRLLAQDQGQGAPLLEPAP
PME-1 inh: PME-1 (human) inhibition; inhibition, % at 5.9 µM; 320,000 compounds, 0.53% hits; recombinant PME-1, FP-Rh probe fluorescence polarization;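 active means inhibition above the campaign mean of all compounds plus 3 SD, cut at about 26% in these data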;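 further: competitive labeling of PME-1 active site by serine hydrolase directed probe; 0% = PME-1 with DMSO and 100% = wells lacking PME-1 enzyme; inhibitors block probe labeling so polarization falls and inhibition rises; many of its hits are not listed in these tables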
LYPLA1 counter: blocks human lysophospholipase 1, a PME1 counter-screen | 320,000 compounds, 0.16% hits | recombinant LYPLA1, FP-Rh probe fluorescence polarization | inhibition, % at 5.9 µM;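 active means inhibition above the mean of all tested compounds plus 3 SD, set per campaign, cut at about 14% in these data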;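 further: inhibitors block serine hydrolase probe labeling of LYPLA1 so polarization falls; 0% = enzyme with DMSO and 100% = wells lacking LYPLA1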
GSTO1 counter: blocks human GSTO1 in RBBP9 counter-screen. P78417. recombinant GSTO1, activity-based probe fluorescence polarization. inhibition, % at 5.96 µM. 300,000 compounds, 1.1% hits;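 active means inhibition above the campaign mean inhibition plus 3 SD, cut at about 35% in these data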;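 further: 0% = GSTO1-1 with DMSO and 100% = wells lacking GSTO1-1 enzyme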
PREPL inhibitor: inhibitors of human prolyl oligopeptidase-like enzyme PREPL | recombinant PREPL, fluorescence polarization activity-based probe | 320,000 compounds, 0.68% hits | AID 2751 | inhibition, % at 5.96 µM; in the data active means inhibition above about 43%;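 further: 0% = enzyme with DMSO and 100% = wells lacking enzyme; many of its hits are not listed in these tables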
Target sequence (Q4J6C6 whole entry, looked up): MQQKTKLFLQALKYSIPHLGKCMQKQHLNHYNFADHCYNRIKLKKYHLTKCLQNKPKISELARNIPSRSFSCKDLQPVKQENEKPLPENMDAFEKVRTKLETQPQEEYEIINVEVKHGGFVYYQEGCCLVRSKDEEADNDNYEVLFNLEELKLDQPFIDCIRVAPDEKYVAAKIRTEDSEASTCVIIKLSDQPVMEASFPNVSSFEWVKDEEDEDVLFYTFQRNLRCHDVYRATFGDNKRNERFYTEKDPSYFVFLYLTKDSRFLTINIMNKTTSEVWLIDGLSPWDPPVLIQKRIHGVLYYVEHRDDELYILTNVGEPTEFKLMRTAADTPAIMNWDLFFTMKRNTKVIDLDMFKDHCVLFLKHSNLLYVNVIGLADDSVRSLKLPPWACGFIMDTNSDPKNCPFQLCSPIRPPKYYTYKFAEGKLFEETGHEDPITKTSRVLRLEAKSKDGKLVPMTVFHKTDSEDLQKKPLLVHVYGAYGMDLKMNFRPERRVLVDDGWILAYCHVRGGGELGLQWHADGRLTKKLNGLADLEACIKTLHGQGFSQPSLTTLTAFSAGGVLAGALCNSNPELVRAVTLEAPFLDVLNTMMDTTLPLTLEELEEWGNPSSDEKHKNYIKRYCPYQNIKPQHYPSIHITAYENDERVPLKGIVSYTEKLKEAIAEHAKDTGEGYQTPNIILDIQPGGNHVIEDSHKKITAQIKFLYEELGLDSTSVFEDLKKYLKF
PAD4 FP inh: blocks human protein arginine deiminase 4; inhibition, % at 6.36 µM; 330,000 compounds, 0.41% hits; recombinant PAD4, RCA probe fluorescence polarization; Q9UM07; AID 485272;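 active means percent inhibition above a cutoff equal to the mean of all tested compounds plus 3 SD, cut at about 15% in these data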;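 further: 0% = PAD4 with RCA probe and DMSO and 100% = probe without PAD4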
PAFAH1B2 FP inh: inhibitors of human PAFAH1B2 | P68402 | recombinant PAFAH1B2, FP-rhodamine activity probe, fluorescence polarization | inhibition, % at 3.39 µM | 340,000 compounds, 1.2% hits;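 active means inhibition above the mean of all tested compounds plus 3 SD, cut at about 24% in these data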;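 further: 0% = enzyme with DMSO and 100% = wells lacking PAFAH1B2; many of its hits are not listed in these tables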
pPAFAH inh: inhibitors of human plasma PAF acetylhydrolase (pPAFAH); 330,000 compounds, 1.5% hits; recombinant pPAFAH, FP-rhodamine probe fluorescence polarization; inhibition, % at 3.39 µM; AID 463082; Q13093;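 active means inhibition above the mean inhibition across the screen plus 3 SD, cut at about 25% in these data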;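 further: inhibitors block binding of the rhodamine activity-based probe so polarization drops; 0% = enzyme with DMSO and 100% = wells lacking pPAFAH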
LYPLA2 inh: counter-screen for PME1 inhibitors: inhibitors of human LYPLA2; recombinant LYPLA2, FP-Rh probe fluorescence polarization; inhibition, % at 5.9 µM; 320,000 compounds, 0.38% hits; AID 2177;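 active means inhibition above the screen-wide mean plus 3 SD, limit set per campaign, cut at about 26% in these data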;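 further: 0% = LYPLA2 with DMSO and 100% = wells lacking LYPLA2 enzyme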
An asterisk follows results filed as active; . = not tested or not shown. Not all compounds are listed (hit frequency here may not be typical).

SMILES	PAFAH1B3 inh	PME-1 inh	LYPLA1 counter	GSTO1 counter	PREPL inhibitor	PAD4 FP inh	PAFAH1B2 FP inh	pPAFAH inh	LYPLA2 inh
CC(C(=O)Nc1ccccc1C(=O)N1CCCC1)n1nnc2ccccc21 (configuration not stated)	3	0	-4	3	5	-1	7	6	-2
CCN(CC)CCNC(=O)c1ccc(NC(=O)c2ccc(C(=O)c3ccccc3)cc2)cc1	0	-3	-2	-5	3	-2	-2	0	3
Cc1ccc(C(=O)NCCCCNC(=O)c2ccc(C)o2)o1	8	5	0	5	-7	4	4	0	-1
COCC(=O)Nc1ccc(Br)cc1	-5	3	0	0	0	0	-4	3	4
CCOC(=O)c1[nH]c(C)c(C(=O)Nc2ccccc2F)c1C	-1	-3	-1	2	19	2	2	6	5
COc1ccc(-c2nc(C3CCCCC3)c3cc(OC)ccc3n2)cc1	3	-3	3	0	24	1	-5	2	6
O=S(=O)(NCCCCCNS(=O)(=O)c1c(F)cccc1F)c1ccc2c(c1)OCCO2	-2	3	2	.	7	-3	1	3	3
CN(CC(=O)Nc1ccc(N2CCOCC2)cc1)C(=O)c1ccc(CS(C)(=O)=O)cc1	1	.	.	.	2	-4	3	2	.
Cc1cccc(C)c1NC(=O)CNC(=O)c1ccc(COc2ccccc2)o1	-1	-3	4	.	11	-3	3	2	10
CCOC(=O)/C(=N\Nc1cccc(Cl)c1)Sc1nnc(-c2ccc(OC)cc2)n1C	-3	2	-2	-12	28	4	-7	-1	1
COc1cccc(CN(C)Cc2nc(C3CC3)no2)c1	-2	1	-2	7	4	0	1	5	5
COc1ccc(C2=NOC(Cn3nc(C(=O)NCc4cccs4)cc3-c3ccccc3)C2)cc1 (configuration not stated)	6	-2	-3	-7	-27	-1	1	-2	-3
Cc1c(C)c2ccc(OCC(=O)N3CCC[C@@H]3C(=O)O)c(C)c2oc1=O	-5	6	3	0	4	-2	-1	4	11
N#Cc1c(NCCCO)nc(-c2ccccc2)c2c1CCCC2	2	2	0	-7	8	3	8	36*	-3
COc1ccccc1N1CCN(C(=S)NC(=O)/C=C/c2ccc(F)cc2)CC1	.	-10	1	-13	-5	-2	.	10	4
O=C(NCCCCCCNC(=O)c1cncc(O)c1)c1cncc(O)c1	7	1	-3	5	-8	2	5	-3	3
Fc1ccc(NC(=S)N2CCCC(c3ccccc3)=N2)cc1	2	-2	-5	5	2	-1	2	3	-8
CCOc1ccc(S(=O)(=O)N2CCC(C(=O)NCc3cccnc3)CC2)cc1Cl	5	1	1	6	-16	-3	3	2	0
CC(C)CCCN1C(N(C)C)=NC[C@@H]1C	4	-3	-2	3	-12	-4	0	3	-4
COc1ccc(NC(=O)CSC2CCCCC2)cc1	1	0	-1	9	-1	-4	6	8	1
COCc1ccc(C(=O)N2CCCC(C(=O)c3cccc(C(F)(F)F)c3)C2)o1 (configuration not stated)	4	0	0	-2	16	-3	5	-1	4
O=C1c2ccccc2C(Nc2ccc(S(=O)(=O)N3CCCCCC3)cc2)N1c1ccccn1 (configuration not stated)	0	-4	3	7	14	2	-5	-6	6
CCOc1ccc(NC(=O)CCN2CCN(S(=O)(=O)c3ccc(F)cc3)CC2)cc1	6	-1	-3	7	1	4	8	5	8
Cc1ccc(S(=O)(=O)Nc2nc(C)c(C(=O)NNS(=O)(=O)c3cc(C)ccc3C)s2)cc1	9	0	1	4	3	1	28*	14	5

With a hit mark in PAFAH1B2 FP inh (from the list above):
smiles	PAFAH1B3 inh	PME-1 inh	PREPL inhibitor	PAD4 FP inh	PAFAH1B2 FP inh	pPAFAH inh
Cc1ccc(S(=O)(=O)Nc2nc(C)c(C(=O)NNS(=O)(=O)c3cc(C)ccc3C)s2)cc1	9	0	3	1	28*	14

Additional entries
SMILES	PAFAH1B3 inh	PME-1 inh	LYPLA1 counter	GSTO1 counter	PREPL inhibitor	PAD4 FP inh	PAFAH1B2 FP inh	pPAFAH inh	LYPLA2 inh
Cc1ccc(S(=O)(=O)N2CCN(S(=O)(=O)N(C)C)CC2)c(C)c1	4	-5	0	8	9	1	-3	4	-4
COc1ccc2[nH]cc(CCNC(=O)CC[C@H]3O[C@@H](n4cc(C)c(=O)[nH]c4=O)C[C@@H]3O)c2c1	9	.	.	.	.	1	7	4	.
COC(=O)C1=C(C)N(C)C(=O)NC1c1c(OC)ccc2ccccc12 (configuration not stated)	-7	-1	-5	9	-9	0	3	6	3
O=C(O)CCS(=O)(=O)c1cccc2cccnc12	4	7	4	5	4	4	4	5	6
CC1=NN(C(=O)c2csc(C(C)C)c2)C(O)(C(F)(F)F)C1 (configuration not stated)	12	-8	3	5	2	0	-5	6	2
Cc1cccc2cc(C3CC(c4ccco4)=NN3S(C)(=O)=O)c(Cl)nc12 (configuration not stated)	6	6	4	4	-26	-1	-1	5	8
COCCNC(=O)C1CCC(=O)N1S(=O)(=O)c1ccc(C)cc1 (configuration not stated)	8	-5	1	-1	-6	0	4	2	-1
CCCn1c(=N)n(CC(O)COc2cccc(C)c2)c2ccccc21 (configuration not stated)	0	-7	-5	-4	18	2	3	0	-4
C=CCn1c(C)cc(C(=O)COC(=O)C2CC(=O)N(Cc3ccccc3)C2)c1C (configuration not stated)	-2	3	-2	-6	-9	0	-1	13	6
Cc1nn(CCCC(=O)NCc2ccco2)c(=O)c2nn(-c3ccccc3)c(C)c12	1	1	-2	5	4	-4	-5	3	4
CCCN1CCN(CCCNC(=O)Cn2cc3c(n2)CCCC3)CC1	7	-3	1	3	-10	-4	5	-3	-5
CCn1cc(C(=O)O)c(=O)c2cc(F)c(N3CCN(S(=O)(=O)c4ccc(NC(C)=O)cc4)CC3)cc21	5	1	-3	1	-2	-9	3	-1	5
O=C(OCc1nnc(-c2ccccc2)o1)c1cc([N+](=O)[O-])ccc1Cl	4	1	-2	3	24	2	4	4	8
CCc1cc2c3c([nH]c2cc1S(=O)(=O)N1CCC2(CC1)OCCO2)CCCC3=O	10	-2	-9	0	9	4	7	-8	-1
NC(=O)COC(=O)/C=C/c1cccc(Br)c1	-3	-3	-2	-5	-5	0	5	2	0
CCc1ccc(N(CC(=O)NC2CCCCC2)C(=O)CCC(=O)Nc2ccccn2)cc1	2	0	-1	3	3	-5	-2	1	4
O=C(c1ccc(NC(=S)NCc2ccco2)cc1)N1CCOCC1	-4	-2	0	13	-4	-2	-6	-2	-8
O=C(N/N=C/c1cc([N+](=O)[O-])cc([N+](=O)[O-])c1O)/C(=C\c1cccs1)NC(=O)c1ccccc1	12	11	-3	-19	2	-5	10	31*	2
CCCN1CCN(CCCNC(=O)C(CC)n2nc(C)c3sc4ccccc4c3c2=O)CC1 (configuration not stated)	0	4	-3	5	12	1	4	7	-2
COc1cccc(OCc2cc(C(=O)N3CCN(C4CCCCC4)C(=O)C3)no2)c1	4	5	3	-1	-4	1	3	0	18
CN(CC(=O)NCc1ccncc1)S(=O)(=O)c1ccccc1	-4	-7	-1	9	16	-3	2	0	0
COCCCn1c(SCC(=O)Nc2nnc(C)s2)nnc1-c1ccoc1C	3	-1	5	2	-4	-2	8	5	6
Cc1n[nH]c(C)c1Cc1c(F)cccc1Cl	4	-3	1	-1	-9	0	11	5	1
O=C(NCc1ccccc1Cl)C1CCCN(S(=O)(=O)c2cccc3nonc23)C1 (configuration not stated)	-3	-5	-1	-6	3	4	-2	6	-3
CN(C)/C=N/NC(=O)c1ccccc1Cl	-1	-4	5	0	-1	0	5	0	0
O=C(Sc1ccc(Cl)cc1)c1ccccn1	2	5	0	4	0	2	4	8	1
Cc1nc(Cl)c(S(N)(=O)=O)c(C)c1Cl	.	2	0	5	-7	-2	.	-2	-3
COc1ccc(NC(=O)Cn2nc(Cc3cccnc3)c3ccccc3c2=O)c(OC)c1	0	0	-2	-5	-11	0	4	4	-1
CCOc1cc(C2NC(=O)CCC2[N+](=O)[O-])cc(Br)c1OCC (configuration not stated)	8	-1	0	5	-7	-3	3	3	1
C[C@H]1C=C(C(=O)N2CCOCC2)O[C@@H](OCc2ccc(CO)cc2)C1	-2	2	4	3	10	1	-5	1	2
COCC1CCCN(C(=O)c2ccc3oc(CCCc4ccccc4)nc3c2)C1 (configuration not stated)	3	12	4	6	16	-1	5	4	9
Cc1ccc(NC(=O)c2cc(S(=O)(=O)N3CCOCC3)ccc2F)c(C)c1	2	2	0	8	12	-4	5	-3	-1
CC1CC(C)(C)NCc2ccccc21 (configuration not stated)	-1	1	1	0	13	-3	-1	-2	5
C=CCn1c(=S)[nH]c2nc3c(cc2c1=O)COC(C)(C)C3	7	-4	-8	-12	8	-2	-1	-2	4
COc1ccc(N2CCN(C(=O)CCCCCn3c(=O)[nH]c4ccsc4c3=O)CC2)cc1	1	0	19*	3	7	1	3	-1	27*
Cn1c(=O)n(/N=C/c2ccccc2)c2ccccc21	-2	-2	-4	1	-3	1	0	4	1
CCCCCCCCCC(=O)OCC(O)CO (configuration not stated)	4	-5	-1	-2	-1	-5	7	4	-1
Cc1ccc(OCCn2cnc3cc([N+](=O)[O-])ccc3c2=O)cc1	3	0	-3	-20	28	-5	3	1	-2
CCOc1ccc(C2NC(=O)c3sc(=S)n(-c4ccccc4)c3N2)cc1 (configuration not stated)	3	0	2	-1	-6	4	6	2	6
O=C(CN1CCOCC1)Nc1c2c(nc3c1CCC3)CCC2	4	0	2	5	-8	-8	5	5	7
CC(=O)Nc1ccc(NC(=O)C2CCCN(c3ncccn3)C2)cc1 (configuration not stated)	0	0	1	-1	0	-1	-1	0	2
N#CCCn1nc(Cc2cccc3ccccc23)c(C#N)c1N	6	10	0	5	17	-3	7	5	-2
Cc1cc2ccccn2c1C(=O)c1ccccc1Br	5	-2	1	3	-4	0	-7	1	0
CC(OCc1ccccc1)C(NC(=O)OC(C)(C)C)C(=O)NCC1CCCO1 (configuration not stated)	-8	-1	0	-2	-2	-5	0	1	-3
COc1ccc(C)cc1Cn1c(S(C)(=O)=O)nc2ccccc21	-2	-1	-2	-4	-10	-4	-2	2	4
Cc1ccc(S(=O)(=O)NCC2COc3ccccc3O2)cc1 (configuration not stated)	-5	-9	-3	10	-38	0	7	-8	6
N#Cc1sc2nccc(Nc3ccccc3)c2c1N	.	12	1	3	17	-2	.	6	-3
CCN(CC)S(=O)(=O)c1ccc(C(=O)Nc2nnc(NC(=S)Nc3ccccc3)s2)cc1	11	16	-18	-64	3	-21	5	8	-24
O=C(NCc1ccccn1)c1ccc(/C=N/O)nc1	3	5	3	-1	4	1	-2	1	7
CC1CCCN(CCOc2cccc(Oc3ccccc3)c2)C1 (configuration not stated)	4	2	3	1	18	0	4	4	-1
COc1ccc(/C(C)=N/NC(=O)CNC(=O)c2cccs2)cc1	3	3	2	6	5	-2	0	5	6
CCC1=NN(S(=O)(=O)c2ccc(C)cc2)C(O)(C(F)(F)F)C1 (configuration not stated)	6	-1	0	2	-5	2	1	-3	0
CCOC(=O)C1(Cc2ccc(Cl)cc2)CCN(Cc2ccon2)CC1	4	3	4	1	3	-2	4	6	7
CC(C)(C)C(=O)Nc1ccccc1N1CCN(c2ccc(F)cc2)CC1	6	-4	-5	-2	25	-3	4	-1	-1
Cc1ccc(NC(=O)COc2ccc(N(C)S(=O)(=O)c3ccc(F)cc3)cc2)cc1	2	-4	-6	.	4	5	0	1	-6
